TRPC4 agonist = activators of mouse TRPC4 channel, primary screen, Fluo4 calcium, HEK293 TRPC4beta/mu-opioid cells | AID 2237, 2010 | Short transient receptor potential channel 4 (Mus musculus), Q9QUQ5 | actives 0.49% (n = 310,000) | Fluo4 calcium fluorescence; stronger effect = higher value | B-score at 10 µM;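 active means B-score above 5 SD of library B-scores, and initial fluorescence ratio not above library mean plus 5 SD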;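 further: positive B-score marks a calcium rise read as TRPC4 activation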
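Assay system – TRPC4beta and mu-opioid receptor HEK293 stable cells · Measured by – Fluo4 fluorescence, kinetic · Schedule – dye loading 45 min room temperature, 110 s kinetic read · Read-out – B-scored integrated calcium fluorescence ratio · Controls – buffer and maximal DAMGO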
MrgX1 ag = agonists of human MrgX1 receptor, primary screen, HEK293 cells, Fluo-4 calcium flux; actives 0.44% (n = 310,000); Mas-related G-protein coupled receptor member X1 (Homo sapiens), Q96LB2; Fluo-4 calcium fluorescence, agonist mode; stronger effect = higher value; B-score at 10 µM;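 active means calcium response B-score plate-corrected fluorescence ratio at least 3 library SD, with starting fluorescence B-score inside 5 SD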
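Material: MrgX1-expressing HEK293 cells / Dosing: compound as first of three additions / Incubation: overnight seeding, then 1 h dark dye loading / Signal: Fluo-4 NW calcium fluorescence / Evaluation: B-scored fluorescence response ratio / Benchmarks: positive and negative control wells on each plate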
TRPC6 inhibitor = mouse TRPC6 channel inhibitors, primary screen, cell-based, HEK293, membrane potential dye; Short transient receptor potential channel 6 (Mus musculus), Q61143; ACh-evoked depolarization; stronger effect = lower value; B-score at 10 µM; actives 1.1% (n = 310,000); AID 2553, 2010;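 active means B-score under library mean minus 3 SD, initial fluorescence not abnormally high, positive integrated signal ratio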;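 further: B-score derived from integrated fluorescence ratio over the kinetic read; more negative B-score means stronger inhibition of depolarization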
Target sequence (Q61143 whole entry, looked up): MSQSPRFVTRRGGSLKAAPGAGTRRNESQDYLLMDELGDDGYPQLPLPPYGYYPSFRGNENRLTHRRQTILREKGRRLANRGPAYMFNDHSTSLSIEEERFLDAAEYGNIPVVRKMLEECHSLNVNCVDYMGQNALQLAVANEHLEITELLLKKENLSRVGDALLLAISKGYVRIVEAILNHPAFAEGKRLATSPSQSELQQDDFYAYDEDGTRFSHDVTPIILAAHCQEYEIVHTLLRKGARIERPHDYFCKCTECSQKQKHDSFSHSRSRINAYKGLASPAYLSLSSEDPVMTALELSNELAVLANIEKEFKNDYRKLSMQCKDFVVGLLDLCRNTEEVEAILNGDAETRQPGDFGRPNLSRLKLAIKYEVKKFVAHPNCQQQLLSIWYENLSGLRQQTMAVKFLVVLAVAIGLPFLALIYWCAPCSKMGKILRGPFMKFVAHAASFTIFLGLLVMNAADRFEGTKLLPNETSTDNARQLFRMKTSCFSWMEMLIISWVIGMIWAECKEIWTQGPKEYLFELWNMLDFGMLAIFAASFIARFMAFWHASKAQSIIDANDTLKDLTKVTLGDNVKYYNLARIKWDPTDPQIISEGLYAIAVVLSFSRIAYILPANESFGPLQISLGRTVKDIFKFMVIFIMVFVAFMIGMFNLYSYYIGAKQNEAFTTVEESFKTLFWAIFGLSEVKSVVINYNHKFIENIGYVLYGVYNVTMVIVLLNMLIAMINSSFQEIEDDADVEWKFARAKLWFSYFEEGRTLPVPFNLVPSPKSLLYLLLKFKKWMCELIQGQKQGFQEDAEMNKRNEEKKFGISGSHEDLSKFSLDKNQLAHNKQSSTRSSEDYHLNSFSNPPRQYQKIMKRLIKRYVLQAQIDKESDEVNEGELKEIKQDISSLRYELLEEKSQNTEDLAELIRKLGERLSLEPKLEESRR
TRPC6 act = mouse TRPC6 channel activators, primary screen, cell-based, HEK293, membrane potential dye; Short transient receptor potential channel 6 (Mus musculus), Q61143; HEK293-TRPC6 membrane potential dye fluorescence; stronger effect = higher value; B-score at 10 µM; actives 0.13% (n = 310,000);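 active means B-score of the integrated fluorescence ratio above library mean plus 3 SD, and starting fluorescence ratio within library mean plus 5 SD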;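 further: higher score means more depolarization so channel activation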
TMEM16A inh = TMEM16A chloride channel inhibitors, primary screen, cell-based, HTS. Anoctamin-1 (Mus musculus), Q8BHY3. HEK293 TMEM16A/YFP iodide influx fluorescence, ionomycin. normalized B-score (activity score, 25-100; higher = stronger inhibition) at 10 µM. actives 1.2% (n = 310,000). AID 588511, 2011;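 active means ratio plate-corrected score three or more library SD toward inhibition, starting fluorescence score within five deviations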;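 further: score derived from kinetic fluorescence span divided by baseline fluorescence per well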
MrgX1 PAM = positive allosteric modulators of MrgX1, primary screen, HEK293 cells, Fluo-4 calcium flux; FDSS; stronger effect = higher value; B-score at 10 µM; actives 0.63% (n = 310,000);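 active means plate-corrected calcium response at least 3 library SD above typical, normal starting fluorescence, not activating the receptor alone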;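 further: compound read alongside a low EC10 to EC30 dose of BAM8-22 agonist; peak minus trough fluorescence over baseline measured at the second addition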
MrgX1 antag = antagonists of human MrgX1 receptor, primary screen, HEK293 cells, Fluo-4 calcium flux | Mas-related G-protein coupled receptor member X1 (Homo sapiens), Q96LB2 | actives 1.3% (n = 310,000) | B-score at 10 µM | BAM8-22 antagonism; stronger effect = lower value;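 active means calcium-response B-score plate-corrected more than 3 library SD below zero, starting fluorescence within 5 deviations, no agonist response on first addition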;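 further: peak minus trough fluorescence over baseline after final BAM8-22 challenge near maximal dose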
TRPC4 block = inhibitors of mouse TRPC4 channel, primary screen, Fluo4 calcium, HEK293 TRPC4beta/mu-opioid cells; Short transient receptor potential channel 4 (Mus musculus), Q9QUQ5; DAMGO-evoked Fluo4 calcium flux; stronger effect = lower value; B-score at 10 µM; actives 0.39% (n = 300,000); AID 2247, 2010;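 active means B-score over 3 SD under the library average, no early fluorescence shift, positive overall ratio signal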
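Assay system: HEK293 cells with stable TRPC4beta plus mu-opioid receptor expression. Dosing: single dose. Measured by: Fluo4 Ca2+ flux fluorescence. Also added: DAMGO in two steps, submaximal then maximal. Read-out: B score from integrated Fluo4 fluorescence ratio.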
RGS4 block = RGS4 inhibitors, primary screen, cell-based, HEK293 M3R inducible RGS4, calcium flux; Regulator of G-protein signaling 4 (Homo sapiens), P49798; Fluo-4 calcium flux; stronger effect = higher value; triggered by carbachol at its EC20; B-score at 10 µM; actives 0.45% (n = 310,000);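 active means B-score, a plate-corrected calcium signal, over three deviations above library mean, with baseline fluorescence within five deviations of library mean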;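 further: RGS4 expression induced by doxycycline in cells with stable M3 receptor; B-score is computed from the integrated fluorescence ratio over baseline after carbachol; higher B-score means a larger calcium signal and so more RGS4 inhibition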
Target sequence (P49798 whole entry, looked up): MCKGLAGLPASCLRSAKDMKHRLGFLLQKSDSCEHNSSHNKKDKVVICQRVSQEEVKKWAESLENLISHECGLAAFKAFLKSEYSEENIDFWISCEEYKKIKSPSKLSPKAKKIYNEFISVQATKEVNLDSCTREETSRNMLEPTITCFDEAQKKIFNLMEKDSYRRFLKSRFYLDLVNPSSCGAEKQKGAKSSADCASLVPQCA
TMEM16A act = TMEM16A chloride channel activators or potentiators, primary screen, cell-based, HTS | Anoctamin-1 (Mus musculus), Q8BHY3 | AID 623877, 2012 | B-score at 10 µM | actives 0.3% (n = 340,000) | HEK293 TMEM16A/YFP-H148Q/I152L, iodide quench fluorescence; stronger effect = lower value;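 active means fluorescence-ratio B-score plate-corrected deviation score at least 3 library SD below zero, with starting fluorescence score within 5 deviations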;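 further: channel opened by trigger with iodide after compound preincubation; score built on the fluorescence ratio of max minus min over baseline; more negative score means more quench and so TMEM16A activation or potentiation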
TRPC4 potent = positive allosteric modulators of TRPC4, primary screen, cell-based, mouse TRPC4beta, HEK293 mu-opioid, Fluo-4 calcium | Short transient receptor potential channel 4 (Mus musculus), Q9QUQ5 | DAMGO EC20, Fluo-4 Ca2+ flux; stronger effect = higher value | B-score at 10 µM | actives 0.42% (n = 310,000);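 active means B-score of calcium response area above 5 SD of library B-scores, with initial fluorescence ratio within 5 SD of library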;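 further: B-score of integrated fluorescence ratio over time as area under calcium response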
Active calls of the source: *; i = inactive; nt = no result given.

SMILES	TRPC4 agonist	MrgX1 ag	TRPC6 inhibitor	TRPC6 act	TMEM16A inh	MrgX1 PAM	MrgX1 antag	TRPC4 block	RGS4 block	TMEM16A act	TRPC4 potent
COc1ccc(NC(=O)Nc2nnc(CC(=O)Nc3ccccc3)s2)cc1	i	i	i	i	i	i	i	i	i	i	i
CCOC(=O)c1cc(-c2ccccc2)sc1NC(=O)C(C)OC(=O)c1cccc(S(=O)(=O)N(C)C)c1 (configuration not stated)	i	i	i	i	i	i	i	i	i	i	i
Cc1ccc(C)c(S(=O)(=O)NCCOc2nc(NC(C)C)nc(NC(C)C)n2)c1	i	i	i	i	i	i	i	i	i	i	i
O=C(Nc1ccc(F)cc1)Nc1ccc(Cl)cn1	i	i	i	i	i	i	i	i	i	i	i
Cc1cc(-n2cnc(-c3cn[nH]c3C)n2)no1	i	i	i	i	i	i	i	i	i	i	i
CC(=O)Nc1ccccc1NC(=O)C/C(C)=N/NC(=O)c1ccccn1	i	i	i	i	i	i	i	i	i	i	i
O=c1[nH]c(-c2ccc3c(c2)OCO3)nc2c1sc(=S)n2-c1ccccc1	i	i	i	i	i	i	i	i	i	i	i
COc1ccc(N2CC(C(=O)O)CC2=O)cc1 (configuration not stated)	i	i	i	i	i	i	i	i	i	i	i
Cc1cc(=O)n(C(NC(=O)c2ccccc2)C(=O)c2ccccc2)cn1 (configuration not stated)	i	i	i	i	i	i	i	i	i	i	i
O=C(Nc1ccccc1C(F)(F)F)c1cc(S(=O)(=O)N2CCOCC2)ccc1F	i	i	i	i	i	i	i	i	i	i	i
O=C(NCCc1ccc(Cl)cc1)C1CC(=O)N(CCc2ccccc2)C1 (configuration not stated)	i	i	i	i	i	i	i	i	i	i	i
CCOc1ccc2nc(NC(=O)CSc3nc(SC)ns3)sc2c1	i	i	i	i	i	i	i	i	i	i	i

One compound at a time (already shown). Order of values: TRPC4 agonist, MrgX1 ag, TRPC6 inhibitor, TRPC6 act, TMEM16A inh, MrgX1 PAM, MrgX1 antag, TRPC4 block, RGS4 block, TMEM16A act, TRPC4 potent
CC(=O)Nc1ccccc1NC(=O)C/C(C)=N/NC(=O)c1ccccn1 is listed as i, i, i, i, i, i, i, i, i, i, i
Cc1cc(-n2cnc(-c3cn[nH]c3C)n2)no1 is listed as i, i, i, i, i, i, i, i, i, i, i

Next structures:
SMILES	TRPC4 agonist	MrgX1 ag	TRPC6 inhibitor	TRPC6 act	TMEM16A inh	MrgX1 PAM	MrgX1 antag	TRPC4 block	RGS4 block	TMEM16A act	TRPC4 potent
CCOC(=O)C1CCCN(/C=C2\SC(=S)N(CC)C2=O)C1 (configuration not stated)	i	i	i	i	i	i	i	i	i	i	i
COc1ccccc1CNC(=O)c1ccncc1	i	i	i	i	i	i	i	i	i	i	i
CC(=O)N1N=C(c2cccc(O)c2)CC1c1cccs1 (configuration not stated)	i	i	i	i	i	i	i	i	i	i	i
CCOC(=O)C1C(C(=O)NN)C1C(=O)Nc1ccccc1 (configuration not stated)	i	i	i	i	i	i	i	i	i	i	i
O=C(NNC(=O)C1CC(c2cccnc2)=NO1)Nc1cccc(F)c1 (configuration not stated)	i	i	i	i	i	i	i	i	i	i	i
CCOc1ccc(NC(=O)CCC(=O)NNC(=O)COc2ccc(C)cc2)cc1	i	i	i	i	i	i	i	i	i	i	i
CC(=O)Nc1ccccc1C(=O)C(=O)Nc1ccc(C)c(C)c1	i	i	i	i	i	i	i	i	i	i	i
Cn1ccnc1SCC(=O)NC1CCCCC1	i	i	i	i	i	i	i	i	i	i	i
CCCCC(CCC(=O)O)(C(=O)OCC)c1csc(Nc2ccccc2)n1 (configuration not stated)	i	i	i	i	i	i	i	i	i	i	i
C=CCn1c(=S)[nH]c2ccccc2c1=O	nt	i	nt	nt	i	i	i	nt	nt	i	nt
CCCN(CCC)S(=O)(=O)c1ccc(C(=O)Nc2ccc(OCC(=O)N3CCOCC3)cc2)cc1	i	i	i	i	i	i	i	i	i	i	i
COc1ccc(OCCOc2ccc(C)nc2[N+](=O)[O-])cc1	i	i	i	i	i	i	i	i	i	i	i
Cc1ccc(C2CCN(C(=S)Nc3cccc(Cl)c3)C2)cc1 (configuration not stated)	i	i	i	i	i	i	i	i	i	i	i
CCN(CC(O)COCc1ccc(Cl)cc1)C1CCCCC1 (configuration not stated)	i	i	i	i	i	i	i	i	i	i	i
O=C(NNC(=O)C1C2CCC(C2)C1C(=O)O)c1ccc(Cl)cc1 (configuration not stated)	i	i	i	i	i	i	i	i	i	i	i
O=C(O)C1CCCCC1C(=O)Nc1ccc2c(c1)CCC2 (configuration not stated)	i	i	i	i	i	i	i	i	i	i	i
CCOc1ccc(C(C)=O)cc1Cc1c(O)nc(N)[nH]c1=O	i	i	i	i	i	i	-5.2*	i	i	nt	i
CCOc1ccc(NC(=O)COc2ccc3c(c2)OCO3)cc1	i	i	i	i	i	i	i	i	i	i	i
C=CCN1C(=O)c2ccc(C(=O)NCCc3ccc(OC)c(OC)c3)cc2C1=O	i	i	i	i	i	i	i	i	i	i	i
CCN(CC)c1ccc2cc(C(=O)O)c(=O)oc2c1	i	i	i	i	i	i	i	i	i	i	i
Cc1cc(-c2ccc(C(C)C)c(S(=O)(=O)N3CCN(c4ccccc4)CC3)c2)on1	i	i	i	i	i	i	i	i	i	i	i
Cc1ccc(C(=O)N/C(=C\c2ccc(Cl)cc2)C(=O)NCCCN2CCOCC2)cc1	i	i	i	i	i	i	i	i	i	i	i
CCOc1ccccc1N1CCN(Cc2cnc(-c3ccccc3)[nH]2)CC1	i	i	i	i	i	i	i	i	i	i	i
CC1CCN(c2cc(=O)n(C3CCCCC3)c(=O)[nH]2)CC1	i	i	i	i	i	i	i	i	i	i	i
O=C(Cn1nc(Cl)nc1Cl)c1ccc([N+](=O)[O-])cc1	i	i	i	i	i	i	i	i	i	i	i
Cc1ccc(S(=O)(=O)/N=C(/NC(=S)Nc2cccc(C)c2)c2ccccc2)cc1	i	i	i	i	i	i	i	i	i	i	i
CSC1CCCCC1(O)CSc1nc2c(cc1C#N)CCCC2 (configuration not stated)	i	i	i	i	i	i	i	i	i	i	i
N/C(Cc1ccc(Cl)c(Cl)c1)=N\OC(=O)c1cccs1	i	i	i	i	i	i	i	i	i	i	i
O=C(NC1CCCCC1)c1c2c(nc3ccccc13)CCC2	i	i	i	i	i	i	i	i	i	i	i
Cc1c(Cl)cccc1NC(=S)N1CCN(c2ccccn2)CC1	i	i	i	i	i	i	i	i	i	i	i
CCCOC(=O)CC1C(=O)NCCN1Cc1ccccc1C (configuration not stated)	i	i	i	i	i	i	i	i	i	i	i
CCc1ccc(N=C2NC(=O)/C(=C/c3cc(OC)c(O)c(OC)c3)S2)cc1	i	i	i	i	i	i	-7.6*	i	i	i	i
Cc1ccc(NC(=O)COc2cccc3ccc(C)nc23)c(Br)c1	i	i	i	i	i	i	i	i	i	i	i
Cc1ccc(C(=O)C(C)OC(=O)C2=COCCO2)cc1C (configuration not stated)	i	i	i	i	i	i	i	i	i	i	i
CC(C)(C)C(=O)NC(=S)N1CCc2ccccc21	i	i	i	i	i	i	i	i	i	i	i
Cc1nn(-c2ccccc2)c2c1C(O)n1c(nc3ccccc31)S2 (configuration not stated)	i	i	i	i	i	i	i	i	i	i	i
COc1cc(C(F)(F)F)ccc1C(=O)NCCc1ccco1	i	i	i	i	i	i	i	i	i	i	i
N/C(=N\OC(=O)Cc1ccc(Cl)cc1)c1ccccn1	i	i	i	i	i	i	i	i	i	i	i
CSc1ccc(CN2CCSCC2)cc1	i	i	i	i	i	i	i	i	i	i	i
COc1ccccc1CCNC(=O)C1CCC(=O)N(Cc2cccc(F)c2)C1 (configuration not stated)	i	nt	i	i	nt	nt	nt	i	i	i	i
CNC(=O)c1sccc1S(=O)(=O)Cc1c(Cl)cccc1Cl	i	i	i	i	i	i	i	i	i	i	i
Cc1c(-c2nnc(-c3ccc(C(F)(F)F)cc3)o2)cnn1-c1ccccc1	i	i	i	i	i	i	i	i	i	i	i
COC(=O)c1cc(C#N)c(N2CCOCC2)nc1C	i	i	i	i	i	i	i	i	i	i	i
O=C(Nc1cccc(-n2cnnn2)c1)c1ccccc1Br	i	i	i	i	i	i	i	i	i	i	i
CSc1cccc(NC(=O)CNS(=O)(=O)c2ccccc2)c1	i	i	i	i	i	i	i	i	i	i	i
C=CCNC(=S)NNC(=O)c1ccc(Br)o1	i	i	i	i	i	i	i	i	i	i	i
COc1ccc(C(=O)N[C@H](C(=O)NCc2ccco2)C(C)C)cc1	i	i	i	i	i	i	i	i	i	i	i
COc1ccc(CCNC(=O)CSc2nc3[nH]ncc3c(=O)n2-c2ccc(Br)cc2)cc1OC	i	i	i	i	i	i	i	i	i	i	i
Cc1c(C#N)c(NC(=O)CCl)n(Cc2cccs2)c1C	i	i	i	i	i	i	i	i	i	i	i
CC(=O)N1c2ccc(S(=O)(=O)NCC3CCC(C(=O)NC4CCCCC4)CC3)cc2CC1C (configuration not stated)	i	i	i	i	i	i	i	i	i	i	i
CCC(=O)Nc1cccc(NC(=O)c2ccccc2Br)c1	i	i	i	i	i	i	i	i	i	i	i
CC#CCN1c2ccccc2[C@]23C[C@@H](C(=O)OC)N(C(C)=O)C2=NC(C(=O)OC)=C(C(=O)OC)[C@H]13	i	i	i	i	i	i	i	i	i	i	i
Cc1ccc(NC(=S)N(CCCN2CCOCC2)Cc2ccccn2)cc1Cl	i	i	i	i	i	i	i	i	i	i	i
C=CCN1C(=O)/C(=C/c2ccsc2)SC1=S	i	i	i	i	i	i	i	i	i	i	i
